Compound activity: PubChem BioAssay, several laboratories
COUP-TFII inh: blocks human COUP-TFII nuclear receptor. HEK293T NGFI-A luciferase reporter, luminescence. inhibition, % at 8.6 µM. 370,000 tested, 0.7% active. AID 686940;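 active = inhibition above a per-plate cutoff, mean inhibition of test wells between control levels plus 3 SD, cut at about 38% in these data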;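 also: cells cotransfected with COUP-TFII expression vector driving the NGFI-A reporter; 0% = median of COUP-TF2 test wells and 100% = reporter-only cells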
Target sequence (P24468 whole entry, looked up): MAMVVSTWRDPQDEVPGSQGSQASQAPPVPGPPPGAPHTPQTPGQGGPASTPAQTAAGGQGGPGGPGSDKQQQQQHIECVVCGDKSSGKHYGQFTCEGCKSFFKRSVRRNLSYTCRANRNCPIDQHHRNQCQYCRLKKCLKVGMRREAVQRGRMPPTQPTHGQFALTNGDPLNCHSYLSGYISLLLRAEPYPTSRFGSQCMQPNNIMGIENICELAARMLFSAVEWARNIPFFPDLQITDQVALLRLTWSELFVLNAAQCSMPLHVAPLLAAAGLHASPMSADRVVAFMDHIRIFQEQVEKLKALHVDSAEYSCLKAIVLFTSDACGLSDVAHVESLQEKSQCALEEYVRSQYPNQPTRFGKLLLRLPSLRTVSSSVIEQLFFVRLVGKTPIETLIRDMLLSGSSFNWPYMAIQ
KKLEB tox: CF airway cell cytotoxicity counter-screen | KKLEB CF airway cells viability, ATPlite luminescence, overnight; hits give low values; cells stimulated with P. aeruginosa culture filtrate | activity change (cytotoxicity), % at 5 µM | 360,000 tested, 0.36% active | AID 602141;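 active = corrected activity change at or below -50% at 5 µM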
NCOA1 inh: inhibitors of human steroid receptor coactivator 1 (SRC1); HEK293 GAL4-SRC1 luciferase reporter, luminescence; inhibition, % at 3.6 µM; 360,000 tested, 0.12% active; AID 588354;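 active = inhibition above the campaign mean plus 3 SD, with each screening campaign given its own cutoff, cut at about 60% in these data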;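 also: 0% = DMSO treated cells and 100% = gossypol at 36 µM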
EBV LMP1 NFkB: inhibitors of Epstein-Barr LMP1-induced NF-kappaB reporter | LMP1-induced NF-kappaB luciferase reporter cells, luminescence | 350,000 tested, 0.69% active | inhibition, % at 12.5 µM; in the data active = inhibition above about 41%;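 also: 0% = neutral control wells and 100% = reference inhibitor control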
TWEAK Fn14 block: inhibitors of TWEAK-Fn14 interaction signaling; TWEAK-stimulated Fn14 reporter cells, luciferase luminescence, 8 h; inhibition, % at 10 µM; 360,000 tested, 2% active; in the data active = inhibition above about 50%
LRH-1 inv ag: NR5A2 inverse agonism in reporter assay | O00482 | HEK293T StAR-luciferase reporter, LRH-1 transfected, 24 h | inhibition, % at 3.6 µM | 360,000 tested, 0.13% active | AID 602396;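 active = inhibition above the mean inhibition of all tested compounds plus 3 SD, cut at about 73% in these data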;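 also: 0% = DMSO wells and 100% = reporter-only cells lacking LRH-1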
Target sequence (O00482 whole entry, looked up): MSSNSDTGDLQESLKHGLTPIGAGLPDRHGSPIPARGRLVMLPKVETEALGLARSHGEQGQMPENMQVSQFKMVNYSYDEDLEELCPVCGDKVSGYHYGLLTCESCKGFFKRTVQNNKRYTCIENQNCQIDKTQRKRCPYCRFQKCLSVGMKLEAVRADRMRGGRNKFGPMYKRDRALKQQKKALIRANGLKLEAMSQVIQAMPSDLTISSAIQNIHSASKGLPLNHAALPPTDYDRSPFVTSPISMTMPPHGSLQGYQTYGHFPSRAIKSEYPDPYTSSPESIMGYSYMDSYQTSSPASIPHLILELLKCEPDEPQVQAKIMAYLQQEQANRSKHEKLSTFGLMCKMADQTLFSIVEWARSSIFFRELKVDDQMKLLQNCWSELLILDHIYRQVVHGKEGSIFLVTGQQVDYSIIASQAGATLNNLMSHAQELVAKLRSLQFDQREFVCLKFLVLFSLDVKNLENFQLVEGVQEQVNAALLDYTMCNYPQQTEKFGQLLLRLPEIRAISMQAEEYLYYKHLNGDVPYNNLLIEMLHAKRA
CF NFkB block: blocks PAF-induced NF-kB reporter in cystic fibrosis cells | KKLEB NF-kB-GFP reporter, GFP fluorescence overnight | inhibition, % at 5 µM | 360,000 tested, 0.86% active | AID 588850;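 active = at least 50% inhibition at 5 µM, scaled per plate between neutral and stimulator controls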;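 also: PAF is a Pseudomonas aeruginosa culture filtrate used as stimulus; plate controls were PAF-stimulated DMSO wells for no effect and unstimulated DMSO wells for full effect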
TROY signal inh: inhibitors of TROY-dependent NF-kB signaling; Q293 LMP1-TROYcd NF-kB luciferase reporter, 4 h; inhibition, % at 10 µM; 360,000 tested, 0.98% active;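 active = compounds whose plate-normalised and pattern-corrected inhibition of the luciferase reporter signal at the single screening dose is 50% or more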
SRC3 inh: inhibits human SRC3 coactivator; Q9Y6Q9; HEK293 GAL4-SRC3 luciferase reporter, luminescence; inhibition, % at 3.6 µM; 360,000 tested, 0.17% active; AID 588352;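 active = inhibition above a per-campaign cutoff, the mean of all compounds plus 3 SD, cut at about 60% in these data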;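 also: 0% = DMSO-treated cells and 100% = gossypol-treated cells at 36 µM; higher means less SRC3-driven luciferase light from the GAL4 reporter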
Shn3 inh set2: reduces Shn3 3'UTR luciferase signal in osteoblasts; Clone20 osteoblast Shn3 3'UTR firefly luciferase, 24 h; inhibition, % at 12.5 µM; 360,000 tested, 0.52% active; AID 588674;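 active = mean inhibition of at least 75% with every replicate also reaching 75%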;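 also: 0% = median of neutral control wells and 100% = pilot-screen positive control compound; some compounds past the cut are filed as inactive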
C8 TRAIL sens: sensitizes caspase-8 expressing cells to TRAIL; NB7+C8 cells + TRAIL, ATPlite viability luminescence; inhibition (viability loss, TRAIL sensitization), % at 10 µM; 360,000 tested, 1% active;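 active = compounds causing at least 50% loss of cell viability in the single-dose screen, relative to plate controls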
An asterisk follows results filed as active; . = no result given. Only part of the results is shown; the hit share may differ from the screen's.

1: CCOc1ccc(C(=O)/C=C/c2ccc(SC)cc2)cc1
2: CCCn1c(N)c(C(=O)CN(C)CC(=O)Nc2cccc(F)c2)c(=O)[nH]c1=O
3: O=C(CSc1ccccc1)Nc1nnc(COc2ccc(Cl)cc2)s1
4: CCc1ccc(C2=NN(CCC(=O)NC(C)CCc3ccccc3)C(=O)CC2)cc1 (stereo not drawn)
5: O=[N+]([O-])c1cccc(S(=O)(=O)NCc2ccncc2)c1
6: Cc1nnc(Nc2ccccc2F)s1
7: CCCC(=O)N1CCN(c2nc3ccccc3s2)CC1
8: O=C(NC(=O)c1cccc(OC(F)(F)C(F)F)c1)OC1CCS(=O)(=O)C1 (stereo not drawn)

screen / no.,1,2,3,4,5,6,7,8
COUP-TFII inh,-3,-3,14,4,34,16,-35,-1
KKLEB tox,-6,-20,11,-2,-4,4,0,-6
NCOA1 inh,-2,-4,2,-2,6,2,-88,-28
EBV LMP1 NFkB,-11,-1,3,-4,8,-1,-10,-2
TWEAK Fn14 block,-4,-4,2,-12,29,-11,20,-6
LRH-1 inv ag,-4,18,-3,7,21,-7,-127,5
CF NFkB block,6,-3,-14,-15,-5,8,11,-8
TROY signal inh,-41,16,1,12,27,4,-10,-6
SRC3 inh,15,4,10,14,18,17,-55,4
Shn3 inh set2,-8,6,-16,-5,85,-9,-44,-16
C8 TRAIL sens,7,7,-2,17,7,-11,37,10

Some of the entries above, reformatted:
entry | smiles | COUP-TFII inh | KKLEB tox | NCOA1 inh | EBV LMP1 NFkB | TWEAK Fn14 block | LRH-1 inv ag | CF NFkB block | TROY signal inh | SRC3 inh | Shn3 inh set2 | C8 TRAIL sens
4 | CCc1ccc(C2=NN(CCC(=O)NC(C)CCc3ccccc3)C(=O)CC2)cc1 (stereo not drawn) | 4 | -2 | -2 | -4 | -12 | 7 | -15 | 12 | 14 | -5 | 17
3 | O=C(CSc1ccccc1)Nc1nnc(COc2ccc(Cl)cc2)s1 | 14 | 11 | 2 | 3 | 2 | -3 | -14 | 1 | 10 | -16 | -2

(cont.)
9: O=C(CCN1C(=O)C2C3C=CC(C3)C2C1=O)NCCc1ccccc1Cl (stereo not drawn)
10: CCOc1ccccc1NC(=O)C(=O)/C=C(\O)c1cc(OC)ccc1OC
11: Cc1ccccc1Cn1c(=O)n(CCCC(=O)NCc2ccco2)c(=O)c2sccc21
12: Cc1ccccc1-c1ccc(Nc2ccc(C(=O)N3CCOCC3)cc2)nn1
13: CCN(CC(=O)Nc1c(F)cccc1F)C(=O)CNC(=O)c1cccc(C)c1
14: CC(CCc1ccc(O)cc1)NC1C2CC3CC(C2)CC1C3 (stereo not drawn)
15: CC(C)Oc1ccc(CCC(=O)N/N=C/c2ccncc2)cc1
16: COc1ccccc1-c1cc(NC(C)=O)c2ncc(-c3ccccc3)n2c1

screen / no.,9,10,11,12,13,14,15,16
COUP-TFII inh,6,-7,16,3,16,-5,-5,6
KKLEB tox,2,0,-5,11,6,11,2,-5
NCOA1 inh,6,2,1,-10,-12,-2,1,-15
EBV LMP1 NFkB,-14,-7,4,6,-6,-12,.,.
TWEAK Fn14 block,-8,2,4,-8,-8,-19,-2,-43
LRH-1 inv ag,2,17,10,0,5,-7,7,16
CF NFkB block,-8,3,-6,23,-14,16,-6,-8
TROY signal inh,-39,-4,11,0,9,-9,15,22
SRC3 inh,-14,-2,7,1,-14,10,-11,-21
Shn3 inh set2,0,16,4,6,-2,7,4,12
C8 TRAIL sens,1,5,-8,-7,2,-12,16,17

17: CCCNC(=O)c1oc2ccc3c(c2c1C)C(O)CC(C)(C)O3 (stereo not drawn)
18: COC(=O)c1ccc(OCC(O)CN(CC(C)C)CC(C)C)cc1 (stereo not drawn)
19: CCn1c(SCC(N)=O)nc2cc(S(=O)(=O)N3CCOCC3)ccc21
20: O=C(Nc1ccc(Br)cc1)C1CCCN1S(=O)(=O)c1cccs1 (stereo not drawn)
21: COc1cccc(N2C(=O)Nc3ccc(Br)cc3C2(O)C(=O)NCCCOC(C)C)c1 (stereo not drawn)
22: Cc1c(C)c2ccc(OCC(=O)NC(Cc3c[nH]c4ccc(O)cc34)C(=O)O)c(C)c2oc1=O (stereo not drawn)
23: Cc1cc(NC(=O)COC(=O)C2CC(=O)N(c3cccc(Cl)c3)C2)no1 (stereo not drawn)
24: C/C(CC(=O)Nc1ccc2c(c1)OCCO2)=N\NC(=O)COc1ccc(Cl)c(C)c1

screen / no.,17,18,19,20,21,22,23,24
COUP-TFII inh,-12,-3,5,14,6,-6,-4,7
KKLEB tox,-25,-4,0,2,2,-2,-4,-1
NCOA1 inh,-13,10,10,-5,-8,-62,-1,3
EBV LMP1 NFkB,-3,-1,-1,15,11,-2,-1,-3
TWEAK Fn14 block,-15,-6,22,15,-3,7,38,15
LRH-1 inv ag,-15,1,-8,11,7,-9,-12,17
CF NFkB block,24,9,9,-13,0,0,16,-19
TROY signal inh,-8,27,0,21,8,2,-3,0
SRC3 inh,-9,9,11,13,-11,-9,-8,-17
Shn3 inh set2,-15,18,1,5,7,-10,-7,-1
C8 TRAIL sens,-1,1,-8,13,5,-17,1,-8

25: CN1CCc2nc3sc(C(=O)NCc4ccccc4)c(N)c3cc2C1
26: O=C(COC(=O)[C@@H]1CC(O)CN1S(=O)(=O)c1ccccc1[N+](=O)[O-])Nc1ccc2ccccc2c1 (stereo partly drawn)
27: CC(=O)c1c(C)n(CCO)c2ccc(O)cc12
28: O=C(NCCNc1ccccc1[N+](=O)[O-])c1cc(F)c(F)cc1Cl
29: C=CCc1cccc2cc(C(=O)NNC(=O)CC#N)c(=O)oc12
30: CCC(C)NC(=O)CN(c1cc(C)ccc1OC)S(C)(=O)=O (stereo not drawn)
31: COc1ccc(-n2ccn(CC(=O)Nc3ccccc3OC)c(=O)c2=O)cc1
32: O=C(CCN1CCN(c2ccccc2)CC1)c1ccc(Br)cc1

screen / no.,25,26,27,28,29,30,31,32
COUP-TFII inh,0,-15,-7,-44,16,-16,-16,3
KKLEB tox,21,-3,-1,-4,-4,-21,0,2
NCOA1 inh,-1,-16,9,-58,-13,8,12,13
EBV LMP1 NFkB,-11,1,-2,-23,-2,1,-2,5
TWEAK Fn14 block,-14,-32,-13,-19,7,1,2,-14
LRH-1 inv ag,2,-9,-15,-79,4,2,8,4
CF NFkB block,-20,-5,18,13,0,7,-3,18
TROY signal inh,7,-6,12,-54,1,-11,-14,-5
SRC3 inh,7,-6,1,-57,-3,21,20,4
Shn3 inh set2,5,-13,-29,-47,-15,1,0,-2
C8 TRAIL sens,-1,3,1,13,-13,2,-5,1

More entries follow:
Sequence of screens: COUP-TFII inh | KKLEB tox | NCOA1 inh | EBV LMP1 NFkB | TWEAK Fn14 block | LRH-1 inv ag | CF NFkB block | TROY signal inh | SRC3 inh | Shn3 inh set2 | C8 TRAIL sens
33: O=Cc1c(SCCO)nc2ccccn2c1=O
→ 1 | -4 | 2 | 0 | 6 | -4 | 10 | -7 | -20 | 9 | -1
34: C[C@@H]1CN([C@H](C)CO)C(=O)CCCn2nncc2CO[C@H]1CN(C)C(=O)NC1CCCCC1
→ 3 | 10 | 9 | 2 | -29 | 18 | -5 | 5 | -5 | -27 | 6
35: COc1cc(C2c3c(-c4cc(Cl)c(C)cc4O)n[nH]c3C(=O)N2Cc2cccnc2)ccc1O (stereo not drawn)
→ -5 | -16 | -29 | 9 | -22 | -25 | 26 | -4 | 6 | -12 | 0
36: O=P(O)(CP(=O)(c1ccccc1)c1ccccc1)c1ccccc1
→ 12 | 4 | 3 | -2 | -7 | -4 | -4 | -18 | 4 | -31 | -3
37: Cc1ccc(NC(=S)N(CCCN2CCOCC2)Cc2ccco2)cc1
→ 17 | 10 | -32 | 0 | 20 | -2 | 3 | -42 | 5 | 13 | 0
38: CSc1nc2sc3c(c2c2nncn12)CCC3
→ -8 | 6 | -6 | 4 | -17 | 19 | -16 | 4 | 6 | -8 | -9
39: O=C(N/N=C1\CCCc2oc(C(=O)O)cc21)c1ccccc1
→ -21 | 6 | -115 | 0 | 1 | -79 | -2 | -14 | -57 | 11 | -5
40: CC(=O)NCCn1c(SCC(=O)c2ccc(Cl)cc2)nc2ccccc2c1=O
→ -18 | -10 | 7 | -8 | -14 | -10 | 6 | -23 | 14 | -8 | -7
41: CN(C)CCNC(=O)Nc1cccc(Cl)c1Cl
→ 11 | -6 | -14 | 0 | -6 | 21 | 12 | -4 | 6 | -25 | 14
42: COc1ccc(NC(=O)c2ccccc2[N+](=O)[O-])cc1OC
→ -11 | -13 | 11 | 2 | -6 | 12 | -8 | 4 | 17 | 0 | 26
43: CCOc1ccc(NS(=O)(=O)c2cc(Cl)ccc2OC)cc1
→ 3 | 16 | -1 | 5 | -7 | 6 | -12 | 16 | 12 | 15 | 4
44: Oc1c(Br)cc(Br)cc1/C=N/NC(=S)N[C@H]1CC2C=CC1C2 (stereo partly drawn)
→ 6 | -46 | 9 | -2 | -22 | -9 | 38 | 17 | 19 | 5 | 15
45: O=C(CCc1ccccc1)Nc1ccc(NC(=O)C2CCCCC2)nc1
→ 1 | -6 | 4 | 17 | -15 | -6 | 0 | -11 | -12 | -1 | 1
46: CCOC(=O)c1ccc2ncc(C(=O)OCC)c(NCCN(C)C)c2c1
→ 2 | -10 | 7 | -12 | -1 | -6 | -22 | -16 | -20 | -35 | 20

Whole records, looked up by structure:
CCOC(=O)c1ccc2ncc(C(=O)OCC)c(NCCN(C)C)c2c1 is entered as COUP-TFII inh = 2; KKLEB tox = -10; NCOA1 inh = 7; EBV LMP1 NFkB = -12; TWEAK Fn14 block = -1; LRH-1 inv ag = -6; CF NFkB block = -22; TROY signal inh = -16; SRC3 inh = -20; Shn3 inh set2 = -35; C8 TRAIL sens = 20
Oc1c(Br)cc(Br)cc1/C=N/NC(=S)N[C@H]1CC2C=CC1C2 (stereo partly drawn) is entered as COUP-TFII inh = 6; KKLEB tox = -46; NCOA1 inh = 9; EBV LMP1 NFkB = -2; TWEAK Fn14 block = -22; LRH-1 inv ag = -9; CF NFkB block = 38; TROY signal inh = 17; SRC3 inh = 19; Shn3 inh set2 = 5; C8 TRAIL sens = 15
